Assay outcomes from PubChem BioAssay.
BRCA1 expr act: qHTS Assay to Identify Small Molecule Activators of BRCA1 Expression; MCF7-BRCA1-FFLuc reporter, luminescence, 48 h; response scale: scaled: vehicle 0%, 10 µM genistein 100%; Potency, µM (doses to about 46.1 µM), for the others: top-dose activation, most hits filed as activators; actives 1.1% (n = 380,000); AID 624202, 2012; note: nearly all actives have a fitted effect of over 80% in size; some results filed as inactive show a strong effect at the top dose
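Using MCF7 cells harboring a BRCA1 firefly luciferase reporter, plated 2 h before compound pinning, the screen measured luminescence after 48 h incubation. Responses were normalized to DMSO and 10 microM genistein, then fitted for concentration-effect.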
MBNL1-CUG inh: qHTS Assay for Inhibitors of MBNL1-poly(CUG) RNA binding. Muscleblind-like protein 1 (Homo sapiens), Q9NR56. TR-FRET MBNL1-His/biotin-(CUG)12 binding, 665/545 ratio. Potency, µM (top dose mostly 57.5 µM), for inactives: at the highest dose activity change, negative = inhibition, most hits filed as inhibitors. actives 0.036% (n = 280,000). AID 2675, 2010; active = well fitted inhibition curve with a large enough effect in the signal ratio, with a control signal flat, not every such curve was filed as active; inconclusive = small, poorly fitted or top-dose-only effect, or effect the other way, or a change in a side signal; inactive = no such curve, though single readings can be large or run the other way; the % refers to the signal ratio; note: % is set by controls: 0 for no effect and ±100 for the full control effect
Target sequence (Q9NR56 whole entry, looked up): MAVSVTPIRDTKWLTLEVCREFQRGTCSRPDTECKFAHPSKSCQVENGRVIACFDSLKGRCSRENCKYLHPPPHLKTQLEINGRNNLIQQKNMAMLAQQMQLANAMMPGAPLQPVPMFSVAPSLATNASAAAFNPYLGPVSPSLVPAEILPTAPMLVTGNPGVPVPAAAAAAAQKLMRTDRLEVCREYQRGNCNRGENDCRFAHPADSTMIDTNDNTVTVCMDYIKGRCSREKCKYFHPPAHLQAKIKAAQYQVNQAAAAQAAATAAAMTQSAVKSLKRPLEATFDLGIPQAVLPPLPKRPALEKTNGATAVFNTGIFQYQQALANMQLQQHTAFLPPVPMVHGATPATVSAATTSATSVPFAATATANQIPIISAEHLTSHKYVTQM
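Compounds (final 92 nM to 58 uM) are added to His-tagged MBNL1 and biotin-(CUG)12, then terbium anti-His antibody and streptavidin-XL665 (5 nM final). After 60 min at room temperature, the 665/545 nm ratio is read.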
RORgamma inh: qHTS for inhibitors of ROR gamma transcriptional activity; Nuclear receptor ROR-gamma (Mus musculus), P51450; Drosophila S2 Gal4-RORgamma UAS-luciferase reporter, 20 h; Potency, µM (top dose mostly 53.6 µM), without a hit: at the highest dose activity change, negative = inhibition, usual class: inhibitors; actives 5.4% (n = 310,000); AID 2551, 2010; note: % is set by controls: 0 for no effect and ±100 for the full control effect; nearly all actives have a fitted effect of over 60% in size
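In this cell-based reporter format, copper sulfate (700 uM final) drives Gal4–ROR gamma fusion expression from a metallothionein promoter in Drosophila Schneider cells; compounds preincubated 1 hr, reporter read after 20 hr at ambient temperature.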
VP16 counter: VP16 counterscreen qHTS for inhibitors of ROR gamma transcriptional activity. Potency, µM (titrated, usually from 53.6 µM), for inactives: at the highest dose activity, negative = inhibition, usual class: inhibitors. Drosophila S2 Gal4-VP16 UAS-luciferase, luminescence, 20 h. actives 3.5% (n = 310,000);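 note: Gal4-VP16 expression switched on by copper sulfate through the metallothionein promoter; % is set by controls: 0 for no effect and ±100 for the full control effect; nearly all actives have a fitted effect of over 50% in size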
p53 reactivator: qHTS assay for re-activators of p53 using a Luc reporter; Potency, µM (doses to about 92.2 µM), without a hit: at the top dose activity change, positive = activation, usual class: activators; actives 0.063% (n = 320,000); H1299 p53-A138V BP100-luciferase reporter, luminescence, 24 h; note: % of control where 0% means no effect; nearly all actives have a fitted effect of over 45% in size
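p53-null H1299 cells stably carrying temperature-sensitive p53-A138V and a BP100-luciferase reporter were pinned with compounds (4-point, 1:5 series) and held 24 hrs at 37 deg C. Luminescence was read 10 min after detection reagent.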
FLuc counter: qHTS profiling assay for firefly luciferase inhibitor/activator using purifed enzyme and Km concentrations of substrates (counterscreen for miR-21 project); purified FLuc, Km substrates, luminescence inhibition; Luciferin 4-monooxygenase (Photinus pyralis), P08659; actives 6.9% (n = 360,000); Potency, µM (top dose mostly 57.5 µM), inactives show at the top dose activity change, negative = inhibition, actives largely listed as inhibitors;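 note: plate controls were vehicle for no effect and reference inhibitor for full effect; nearly all actives have a fitted effect of over 55% in size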
Target sequence (P08659 whole entry, looked up): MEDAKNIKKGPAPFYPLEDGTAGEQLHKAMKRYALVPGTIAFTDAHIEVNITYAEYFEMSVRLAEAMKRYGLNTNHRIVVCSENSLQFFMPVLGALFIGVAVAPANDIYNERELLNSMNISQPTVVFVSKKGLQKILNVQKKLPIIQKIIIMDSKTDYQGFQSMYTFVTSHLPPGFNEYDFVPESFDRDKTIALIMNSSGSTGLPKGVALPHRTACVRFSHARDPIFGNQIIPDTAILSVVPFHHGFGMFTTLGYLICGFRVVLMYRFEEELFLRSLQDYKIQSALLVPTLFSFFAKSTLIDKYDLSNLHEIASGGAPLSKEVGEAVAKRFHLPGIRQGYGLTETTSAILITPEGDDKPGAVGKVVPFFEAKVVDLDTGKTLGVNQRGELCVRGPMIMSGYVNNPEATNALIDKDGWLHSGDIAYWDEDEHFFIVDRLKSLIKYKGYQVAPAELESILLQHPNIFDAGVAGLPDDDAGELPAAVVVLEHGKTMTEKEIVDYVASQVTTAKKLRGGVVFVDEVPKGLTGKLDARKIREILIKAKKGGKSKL
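Purified P. pyralis luciferase (10nM final) with 10uM D-luciferin and 10uM ATP (Km levels) in 50mM Tris acetate pH 7.5, 10mM Mg acetate, 0.01% Tween-20, 0.05% BSA; qHTS 6-point titration, ~60 µM downward; luminescence read.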
CXXC DNA block: qHTS Fluorescence Polarization Assay for Inhibitors of MLL CXXC domain - DNA interaction | Histone-lysine N-methyltransferase 2A (Homo sapiens), Q03164 | MLL-CXXC / FITC-HOXA9 DNA fluorescence polarization | Potency, µM (doses to about 115 µM), without a hit: at the top dose activity change, negative = inhibition, hits mostly inhibitors | actives 0.037% (n = 290,000) | AID 2662, 2010; active = well fitted inhibition curve with a large enough effect in the polarisation, with a control signal flat, not every such curve was filed as active; inconclusive = small, poorly fitted or top-dose-only effect, or effect the other way, or a change in a side signal; inactive = no such curve, though single readings can be large or run the other way; the % refers to the polarisation
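Purified MLL-CXXC (added from a 7 uM solution) was preincubated 5 min at ambient with pinned compounds in 50 mM Tris-HCl pH 7.5, 50 mM NaCl, 1 mM DTT, 0.05% BSA. Fluorescein-labeled HOX-A9 DNA (50 nM solution) followed, 30 min, then polarization read.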
uPA generation: qHTS for Inhibitors of Cell Surface uPA Generation; Potency, µM (titrated, usually from 38.3 µM), for the others: at the top dose activity change, negative = inhibition, actives largely listed as inhibitors; AID 540303, 2011; cell surface uPA generation assay, qHTS; actives 0.31% (n = 330,000); active = well fitted inhibition curve with a large enough effect; inconclusive = small, poorly fitted or top-dose-only effect; inactive = no such curve, though single readings can be large or run the other way; tested in mouse RAW 264.7 cells; note: % is set by controls: 0 for no effect and ±100 for the full control effect; nearly all actives have a fitted effect of over 55% in size
NPC1 prom act: qHTS Assay for NPC1 Promoter Activators | actives 2.4% (n = 320,000) | Potency, µM (series often up to 9.22 µM), for the others: at the highest dose activation, hits mostly activators | Huh7 NPC1 promoter luciferase reporter, 24 h | AID 485313, 2010;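 note: % of control where 0% means no effect; nearly all actives have a fitted effect of over 60% in size; reporter is driven by a mutant NPC1 promoter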
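Luciferase expression driven by the NPC1 promoter was measured in stably transfected Huh7 cells after a 24 h compound incubation, using a luciferase reagent and a luminescence read.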
Rab9 prom act: qHTS Assay for Rab9 Promoter Activators; AID 485297, 2010; Potency, µM (top dose mostly 9.22 µM), for the others: at the top dose activation, negative = inhibition, most hits filed as activators; actives 2.8% (n = 320,000); Huh7 Rab9 promoter-luciferase reporter, luminescence, 24 h; note: % of control where 0% means no effect; nearly all actives have a fitted effect of over 60% in size
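Huh7 cells stably carrying Rab9 promoter–luciferase reporter, plated 1500 cells/well, compound added after 2 h and incubated 24 h at 37 °C; luciferase luminescence then read after 10 min with detection reagent.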
ELG1 genotox: qHTS screen for small molecules that induce genotoxicity in human embryonic kidney (HEK293T) cells expressing luciferase-tagged ELG1. HEK293T ELG1-luciferase reporter, luminescence, 16 h. Potency, µM (series often up to 46 µM), inactives show at the top dose activity change, positive = activation, hits mostly activators. actives 1.3% (n = 330,000); note: % of control where 0% means no effect; nearly all actives have a fitted effect of over 60% in size
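16 hr compound incubation (37 °C, 5% CO2) of HEK293T cells carrying luciferase-tagged ELG1; luciferase then measured by ONE-Glo luminescence after 30 min at RT.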
An asterisk follows results filed as active; ? = inconclusive; / = no result given; [ ] = remark or other dose. Unless noted, calls come from the whole dose curve; as a rule, active = well fitted curve in the direction sought with a large enough effect; inconclusive = small, poorly fitted or top-dose-only effect, or another doubt; inactive = no such curve, though single readings can be large; an effect the other way counts as inactive or inconclusive. Potency is the fitted concentration of half-maximal effect. Some of the compounds tested (hit frequency here may not be typical).

SMILES	BRCA1 expr act	MBNL1-CUG inh	RORgamma inh	VP16 counter	p53 reactivator	FLuc counter	CXXC DNA block	uPA generation	NPC1 prom act	Rab9 prom act	ELG1 genotox
Nc1ccc(S(=O)(=O)c2ccc(N)cc2)cc1	17%	?	12%	-4%	-3%	15%	2%	29%	1%	1%	-1%
O=C(CN(CC1CCCO1)C(=O)CCC(=O)Nc1ccccn1)NCc1ccccc1 (stereo not given)	1%	-2%	-8%	-6%	2%	3%	12%	-3%	-2%	1%	0%
CN(Cc1ccccc1)c1oc(COc2ccccc2F)nc1C#N	32%	-1%	-18%	-5%	5%	-9%	-11%	-14%	5%	1%	-6%
Cc1ccc(C(=O)Nc2ccon2)cc1S(=O)(=O)N1CCOCC1	7%	9%	11µM*	?	1%	2%	1%	/	4%	-6%	-1%
COc1ccc2sc(N(CCCN(C)C)C(=O)c3ccc(S(=O)(=O)N4CCCc5ccccc54)cc3)nc2c1	-74%[inhibitor]	/	/	/	-18%	-3%	/	-6%	-3%	-10%	-1%
CSc1nccc(NC(=O)c2cccc(Br)c2)n1	-24%	-12%	?	-16%	2%	-6%	21%	5%	3%	-3%	10%
COc1cc2nc(CN(CCC(C)C)Cc3nc4cc(OC)c(OC)cc4c(=O)[nH]3)[nH]c(=O)c2cc1OC	-47%	3%	0.79µM*	6.3µM*	-2%	-2%	3%	4%	-2%	0%	0%
COc1ccc(N2CCN(C(c3cc4cc(C)ccc4[nH]c3=O)c3nnnn3Cc3ccccc3)CC2)cc1 (stereo not given)	-55%	-1%	10%	2%	-3%	0%	-7%	-6%	4%	12%	-10%
CCCOc1ccc(C(=O)NNC(=O)c2cccc(S(=O)(=O)N3CCN(C(C)=O)CC3)c2)cc1OC	-1%	/	/	/	13%	-2%	/	6%	-8%	-4%	3%
Cc1noc(/C=C/c2nn(C)cc2Cl)c1[N+](=O)[O-]	-79%	7%	?	?	-13%	?	-4%	4.5µM*	-4%	1%	-25%
O=C(CCn1c(=O)oc2ccccc21)Nc1ccccc1	43%	-2%	-1%	8%	8%	-3%	-5%	5%	-4%	-3%	5%
Cc1ccc(SCC(=O)Nc2cccc(C)c2)cc1	-7%	-9%	-5%	0%	9%	?	0%	5%	-2%	4%	1%
CCC(CC)c1nnc(NC(=O)c2nc3nc(C)cc(C)n3n2)s1	0%	-7%	-21%	6%	0%	-1%	-21%	0%	-2%	13%	2%
O=S1(=O)N=C(N2CCCc3ccccc32)c2ccccc21	-1%	-4%	0%	2%	13%	-4%	-5%	-1%	-2%	2%	-2%
Cc1ccc(-n2c(SCC(=O)Nc3ncc(Cl)cc3Cl)nc3ccccc32)cc1	-73%	/	-28%	?	-2%	-2%	3%	-15%	1%	3%	-2%
CCOc1ccc2c(c1)n(CO)c(=S)n2CO	2%	-1%	-25%	-4%	-7%	3%	0%	2%	-1%	-7%	3%
Cc1csc(Sc2ccc([N+](=O)[O-])cc2C(=O)OCC(=O)NC(=O)NC(C)(C)C)n1	-10%	?	5%	-6%	3%	7%	3%	-4%	-3%	-2%	4%
CCOc1ccc(NC(=O)CC2Nc3ccccc3NC2=O)cc1 (stereo not given)	2%	-5%	3%	-7%	-1%	0%	-7%	-1%	-2%	-4%	0%
CCN(C(=O)Cn1cnc2c(nc3n2CCCCC3)c1=O)c1cccc(Cl)c1	2%	-1%	-1%	-4%	5%	0%	40%[activator]	-9%	-8%	0%	-4%
Cc1ccc(CN(C(=O)c2ccc(Cl)c([N+](=O)[O-])c2)C2CCS(=O)(=O)C2)o1 (stereo not given)	-3%	20%	-2%	-2%	?	?	7%	2%	-7%	-7%	10%
O=C(CC(Sc1n[nH]c(-c2ccccc2)n1)c1ccccc1)NCc1ccccc1 (stereo not given)	-43%	?	?	-1%	-11%	3%	4%	-10%	-2%	1%	-8%
COc1ccc(/C=C(/NC(=O)c2ccccc2)C(=O)N/N=C/c2cccs2)cc1OC	-1%	?	?	-22%	-13%	-17%	-7%	-10%	-6%	-7%	0%
CCOC(=O)N1CCC(NC(=O)CCc2c(C)nc3c(c(C)nn3C(C)(C)C)c2C)CC1	-73%	-5%	?	?	6%	1%	0%	/	2%	-3%	-10%
COC(=O)c1ccc(N2C(=O)CC(Sc3n[nH]c(C)n3)C2=O)cc1 (stereo not given)	19%	-13%	?	?	2%	3%	-5%	-2%	8%	10%	-3%
Cc1nnc(SCC(=O)O)s1	-11%	?	1%	-2%	2%	-2%	2%	2%	0%	-6%	0%
CCOC(=O)c1sc(NC(=O)c2cc3ccccc3o2)nc1C	-70%	46%[activator]	4µM*	?	21%	2.4µM*	11%	-4%	-42%[inhibitor]	-17%	14%
CSc1ccc(S(=O)(=O)N2CCN(Cc3ccc4c(c3)OCO4)CC2)cc1	-9%	-16%	3%	21%	-11%	2%	-13%	5%	-1%	-1%	-2%
c1ccc(OCc2nc(-c3cccs3)no2)cc1	11µM*	-11%	?	14%	?	7.6µM*	-4%	7%	3.5µM*	3.2µM*	13µM*
C=CCSc1nc(Oc2ccccc2)c2sccc2n1	-10%	0%	20%	-15%	7%	-1%	-11%	-1%	3%	-3%	-1%
COc1cc(Br)cc(/C=N/c2ncn[nH]2)c1O	-47%	-9%	?	?	-4%	-2%	14%	/	2%	-2%	-3%
Cc1cc(C)c(NC(=O)NC(=O)c2ccc(F)cc2)c(C)n1	67%	4%	12%	0%	5%	-14%	4%	3%	18%	23%	1%
OC12CC3C[C@H](C1)C(N1CCOCC1)[C@@H](C3)C2 (stereo not given in full)	-3%	-5%	10%	-11%	?	4%	-1%	1%	-2%	4%	-3%
CCO[C@@H]1OC(C(=O)O)=C[C@H](C2CC2)[C@H]1CCCO	-7%	-10%	-19%	-5%	3%	2%	?	4%	2%	1%	6%
Cc1ccc(S(=O)(=O)n2nccc2-c2c(-c3ccccc3)noc2C)cc1	-35%	8%	?	-6%	1%	-1%	-8%	-8%	-10%	-9%	-20%
O=C(Nc1ccccn1)C(NS(=O)(=O)c1cccc2nsnc12)c1ccccc1 (stereo not given)	-20%	?	?	2%	6%	0%	-8%	1%	-3%	5%	-1%
Cc1ccccc1C(=O)Nc1ccc(N2CCN(C)CC2)nc1	8%	-9%	-23%	-5%	14%	-6%	8%	4%	6%	16%	5%
O=C(NCc1cccs1)C1CCC(CNS(=O)(=O)c2ccccc2)CC1 (stereo not given)	0%	2%	24%	-15%	2%	1%	-3%	1%	-1%	5%	-4%
O=C(Nc1nc2c(F)cccc2s1)c1ccco1	?	22%	?	-3%	/	4.8µM*	/	?	1.1µM*	1.1µM*	7.3µM*
Cc1ccc(CN2C(=O)CCC2C(=O)NCCN(CC(C)C)CC(C)C)cc1 (stereo not given)	-22%	2%	-35%	4%	-1%	?	-2%	6%	-3%	3%	-3%
COc1cccc(CNc2nc3nc(C)c(Cl)c(C)n3n2)c1	11µM*	1%	44%	12%	?	?	-4%	3%	?	?	?
COc1cc([N+](=O)[O-])ccc1NC(=O)C1CCCN(S(C)(=O)=O)C1 (stereo not given)	-2%	/	/	/	-9%	/	/	10%	1%	0%	2%
Cc1ccc(CN(C)C(=O)c2cccc(S(=O)(=O)N3CCc4ccccc4C3)c2)o1	-23%	/	/	/	1%	4%	/	8%	-2%	-1%	2%
Cc1ccc(C)c(NC(=O)c2ccc(N(C)S(C)(=O)=O)cc2)c1	-1%	1%	12%	8%	12%	?	6%	/	11%	-1%	4%
CCOC(=O)C1(Cc2cccc(OC)c2)CCN(Cc2cccc(OC)c2OC)CC1	-31%	-7%	-6%	4%	-2%	-2%	7%	-3%	-4%	0%	-9%
